PfG6PD inh: PfG6PD (Plasmodium falciparum) enzyme inhibition | PfGluPho enzyme, NADPH resazurin-diaphorase fluorescence | inhibition, % at 20 µM | 350,000 tested, 0.78% active | AID 504690;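 active = inhibition reaching at least a set limit at 20 µM in the primary screen, cut at about 59% in these data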;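 note: 0% = DMSO wells with substrate and 100% = DMSO wells lacking glucose-6-phosphate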
SENP1 inh: blocks the human SENP1 SUMO protease catalytic domain; recombinant SENP1 catalytic domain, CyPet-SUMO1-YPet FRET cleavage; inhibition, % at 10 µM; 360,000 tested, 0.21% active; AID 624204;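 active = inhibition at least 30% at 10 µM, raw YFP signal under a set limit, fluorescence ratio 0.5 to 1.5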;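 note: 0% = enzyme with DMSO and 100% = no enzyme wells; some results filed as inactive read as strong as hits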
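material = recombinant human SENP1 catalytic domain, His6-tagged | quantity = 20 pM enzyme | reagent = 25 nM SUMO1 FRET substrate | compound dosing = 10 µM single point, 0.5% DMSO | timing = 50 min enzyme reaction, room temperature, light-protected | detection = FRET, CFP and YFP emission | control set = no-enzyme low, enzyme-DMSO high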
NALP3 yeast inh: inhibitors of NALP3 inflammasome in yeast; AID 2825; inhibition, % at 10 µM; 330,000 tested, 0.39% active; Yeast reconstituted NLRP3/ASC/caspase-1, beta-gal luminescence, 24 h;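 active = inhibition of 50% or more; inactive = inhibition below 50%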;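 note: plate controls were induced DMSO wells for no effect and uninduced yeast grown without galactose for full effect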
SENP6 inh: blocks the human protease SENP6; Q9GZR1; Recombinant SENP6 catalytic domain, aminoluciferin luminescence; inhibition, % at 10 µM; 330,000 tested, 1.8% active;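 active = inhibition above about 50% at the single tested dose, limit read from the data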;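 note: plate controls were DMSO wells with enzyme for no effect and DMSO wells lacking enzyme for full effect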
Target sequence (Q9GZR1 628-1112 limits assumed): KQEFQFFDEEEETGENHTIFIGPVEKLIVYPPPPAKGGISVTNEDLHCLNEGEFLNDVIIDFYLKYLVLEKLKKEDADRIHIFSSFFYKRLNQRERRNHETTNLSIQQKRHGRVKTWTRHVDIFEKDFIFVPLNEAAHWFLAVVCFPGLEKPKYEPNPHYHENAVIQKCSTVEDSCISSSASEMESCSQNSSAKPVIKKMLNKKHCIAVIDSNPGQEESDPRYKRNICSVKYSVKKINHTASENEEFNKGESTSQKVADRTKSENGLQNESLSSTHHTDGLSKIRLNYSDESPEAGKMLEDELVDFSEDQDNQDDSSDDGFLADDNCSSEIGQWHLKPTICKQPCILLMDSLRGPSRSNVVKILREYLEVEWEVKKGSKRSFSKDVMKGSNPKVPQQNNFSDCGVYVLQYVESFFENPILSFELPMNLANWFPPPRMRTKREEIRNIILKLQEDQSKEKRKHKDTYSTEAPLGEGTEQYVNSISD
SENP7 block: inhibitors of human SENP7 protease; recombinant SENP7, Z-RLRGG-aminoluciferin luminescence, 40 min; 330,000 tested, 1.5% active; inhibition, % at 5 µM; AID 434973;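 active = inhibition above about 50% at the single test dose, limit read from the data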;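 note: plate controls were DMSO with enzyme for no effect and no enzyme buffer wells for full effect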
Target sequence (Q9BQF6 706-1050 limits assumed): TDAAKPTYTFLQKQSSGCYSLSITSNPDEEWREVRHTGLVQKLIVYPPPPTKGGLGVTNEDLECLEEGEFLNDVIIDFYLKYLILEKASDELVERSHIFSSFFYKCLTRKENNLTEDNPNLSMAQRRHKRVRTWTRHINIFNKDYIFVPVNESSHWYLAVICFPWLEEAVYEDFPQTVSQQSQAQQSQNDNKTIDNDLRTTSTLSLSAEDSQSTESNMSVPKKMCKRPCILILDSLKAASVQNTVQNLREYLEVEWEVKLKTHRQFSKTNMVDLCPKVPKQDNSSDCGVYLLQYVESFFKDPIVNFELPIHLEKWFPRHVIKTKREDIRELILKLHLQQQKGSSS
HKDC1 inhibitor: blocks human hexokinase HKDC1 activity; Q2TB90; recombinant HKDC1, G6PDH/diaphorase resazurin coupled fluorescence; inhibition, % at 20 µM; 340,000 tested, 0.16% active;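 active = inhibition above about 35% when tested at 20 µM, limit read from the data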;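 note: plate controls were DMSO wells with enzyme for no effect and DMSO wells lacking enzyme for full effect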
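test system = in-house recombinant HK5 (HKDC1) enzyme | amount = HKDC1 at 5 µg/mL | control set = DMSO-enzyme wells negative, buffer-substituted wells positive | compound = one dose of 20 µM, 1% DMSO | schedule = reaction time 90 min, room temperature, protected from light | technique = resorufin fluorescence at 613 nm | reagent = glucose with 1 mM ATP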
Apaf1 inhib: human Apaf-1 inhibition; O14727; reconstituted apoptosome caspase-3 activity, DEVD-Rh110 fluorescence; inhibition, % at 20 µM; 330,000 tested, 0.71% active; AID 489030; active = inhibition of at least 40% at 20 µM;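 note: plate controls were DMSO wells for no effect and DEVD-CHO caspase inhibitor wells for full effect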
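System – cell-free apoptosome with Apaf-1, procaspase-3 and caspase-9 · Buffer or medium – pH 7.5 Hepes buffer with CHAPS, BSA, DTT · Also added – cytochrome c with DEVD-Rh110 · Times – 30 min compound preincubation, 50 min activation, room temperature · Technique – Rh110 fluorescence intensity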
SENP8 block-1: inhibitors of human SENP8 protease; AID 602440; recombinant SENP8, Nedd8 substrate fluorescence; inhibition, % at 20 µM; Q96LD8; 360,000 tested, 0.64% active; in the data active = inhibition mostly above about 40%, no sharp cut-off; inactive = mostly below about 27%
Target sequence (Q96LD8 whole entry, looked up): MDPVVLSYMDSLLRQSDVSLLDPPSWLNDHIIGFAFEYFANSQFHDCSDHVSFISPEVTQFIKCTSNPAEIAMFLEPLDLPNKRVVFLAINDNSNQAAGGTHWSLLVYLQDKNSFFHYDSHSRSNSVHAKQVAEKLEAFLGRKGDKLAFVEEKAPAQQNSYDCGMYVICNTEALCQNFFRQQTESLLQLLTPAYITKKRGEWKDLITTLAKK
SENP8 block-2: inhibitors of human SENP8 protease; Q96LD8; purified SENP8, Z-RLRGG-aminoluciferin cleavage, luminescence; inhibition, % at 10 µM; 330,000 tested, 1.2% active; AID 2540; in the data active = inhibition above about 50%
The depositor's hits bear a star; i = inactive; / = no result given.

smiles	Apaf1 inhib	SENP7 block	HKDC1 inhibitor	PfG6PD inh	SENP6 inh	NALP3 yeast inh	SENP8 block-1	SENP1 inh	SENP8 block-2
CN(C(=O)COC(=O)c1ccc2[nH]c3c(c2c1)CCCC3)C1CCS(=O)(=O)C1 (stereo unspecified)	-6	-5	-4	2	-2	1	-89	-99	-11
[NH-]c1ncnc2c1N=C[N+]2=CC=CCO	/	/	-6	-12	/	/	4	1	/
Cc1n[nH]c(C)c1S(=O)(=O)Nc1ccc2c(c1)OCCO2	0	2	3	3	-8	3	20	1	0
Cc1ccc(C)c(NC(=S)NC(C)C(c2ccccc2)N2CCN(C)CC2)c1 (stereo unspecified)	-4	7	-7	-5	12	0	16	5	-1
C#CCOCCOCCOCCNc1nc(N2CCN(C(=O)[C@H]([C@@H](C)CC)n3cc([C@@H](N)Cc4ccc(O)cc4)nn3)CC2)nc(N2CCN(C(=O)[C@H](Cc3ccc(O)cc3)n3cc([C@@H](N)C(C)CC)nn3)CC2)n1 (stereo partly specified)	35	1	5	11	26	6	24	-3	-3
Cc1cc(CC(C)C)n(-c2nc3ccccc3c(=O)n2OCc2ccccc2)n1	15	6	-5	18	-13	0	16	0	-3
O=c1c(-c2ccccc2)coc2cc(O)ccc12	-6	66*	-3	1	60*	36	-140	1	55*
CCCc1[nH]nc2c1C(c1ccc(O)cc1OCC)C(C#N)=C(N)O2 (stereo unspecified)	3	-4	0	6	-18	-16	18	-5	-9
O=C(NCc1ccc2c(c1)OCO2)C(=S)N1CCOCC1	-5	9	4	8	-23	-2	10	0	0
Nc1c(Cl)cc(C2=NCCn3nc4cc(C(F)(F)F)ccc4c32)cc1Cl	28	-10	8	21	-31	17	-190	1	-18
Cc1cc(C)c(NC(=O)CSc2nc3ccncc3[nH]2)c(C)c1	-1	0	6	-3	11	8	3	1	-7
Cc1ccc(CN2CCN(Cc3nc4ccccc4nc3C)CC2CCO)cc1 (stereo unspecified)	-1	0	-6	2	8	-2	0	-4	-5
O=[N+]([O-])/C(Cl)=C(/NCCO)C(Cl)=C(Cl)Cl	/	/	-3	-24	/	/	18	-1	/
Brc1cc(Cc2nnc(-c3ccccc3)o2)c(Br)s1	-13	-1	-1	23	-15	5	11	2	-5
NS(=O)(=O)c1ccc(NC(=O)c2ccc(F)cc2F)c(NC(=O)c2ccc(F)cc2F)c1	5	-5	5	-2	2	21	10	1	-4
CCOc1ccccc1C(=O)NCCCCNC(=O)c1ccccc1OCC	-2	3	3	22	-13	-5	-8	1	1
CCc1nc2oc3ccccc3c(=O)c2c(=O)n1Cc1ccc(OC)cc1	-6	7	1	-8	-8	-5	11	-3	13
Cc1ccc(Cl)cc1N1CCN(C2CCCCC2NS(=O)(=O)c2ccccc2)CC1 (stereo unspecified)	14	-16	0	16	11	17	13	2	-1
C#CCOc1c(Cl)cc(/C=C2/C(=O)ON=C2C)cc1OCC	4	6	9	7	21	9	15	0	3
C=CCn1c(=O)c(CCC(=O)Nc2ccc(N3CCOCC3)cc2)nc2cc(C(F)(F)F)ccc21	19	-10	-5	9	-4	30	12	1	-12
O=C(Nc1cccc(Cl)c1)Nc1ccccc1-n1ccnc1	-11	6	-4	-5	3	14	2	0	7
Cc1c(N(C)C(=O)C23CC4CC(CC(C4)C2)C3)c(=O)n(-c2ccccc2)n1C	3	5	-2	-18	12	-3	20	2	3
O=C(O)c1ccccc1C(=O)Nc1nc(-c2ccccc2)cs1	4	-4	-3	-14	-12	8	7	0	3
CCOC(=O)C1(Cc2ccc(Cl)cc2)CCN(C2CCC2)CC1	-16	-1	-5	7	-3	24	21	-1	1
Cc1sc2ncn(CC(=O)N(CC(=O)NC3CCCC3)Cc3cccs3)c(=O)c2c1C	-14	3	14	-11	6	-7	6	-1	8
Cc1ccc(S(=O)(=O)CCC(=O)Nc2cc(Cl)ccc2-n2cncn2)cc1	5	9	3	-4	0	13	-8	-2	-5
CCCN1CCC(NC(=O)Cc2ccccc2OC)CC1	-5	-2	-3	-11	-6	-2	-2	0	-6
Cc1ccc(CCNC(=O)CCS(=O)(=O)Cc2ccc(C)cc2)cc1	0	4	-2	-19	4	-2	7	1	-2
CCCn1nnnc1NCc1ccc(SC)cc1	2	-1	-3	-2	-5	-2	20	2	-8
COc1ccc(C(=O)C2CCCN(C(=O)c3c4c(nn3C)CCCC4)C2)cc1F (stereo unspecified)	6	-5	-7	0	-14	-4	15	3	-5
COc1cc(C(=O)OCc2cc(=O)oc3c(C)c(C)ccc23)ccc1OC(F)F	-5	-2	-10	15	16	14	-20	-1	3
CCc1ccc[n+](-c2nc3ccccc3nc2C(=C=[N-])C#N)c1	-8	-2	0	-5	-8	10	-46	-39	-2
Cc1cccc(N2CCN(C(=O)CCNS(=O)(=O)c3ccc4c(c3)oc(=O)n4C)CC2)c1C	7	-7	-1	2	-4	21	18	3	-1
O=C1CCC(=O)N1CC(=O)N1c2ccccc2Sc2ccccc21	-16	4	-6	16	-20	9	4	1	3
CCCC(C(=O)NCc1ccco1)N(Cc1ccco1)C(=O)CNS(=O)(=O)c1ccccc1 (stereo unspecified)	1	2	3	0	-29	-3	7	0	-5
COc1cccc(C(=O)Nc2ccc3c(c2)C(=O)N(CC2CCCO2)C3=O)c1 (stereo unspecified)	11	44	-6	14	29	11	-391	-1	0
Cc1ccc(N2C(=O)CC(Cc3cc(C)cc(C)c3)C2=O)cc1 (stereo unspecified)	-5	7	-2	6	3	22	17	0	-1
COc1cc2ccccc2cc1C(=O)Nc1sc2c(c1C(N)=O)CCN(C(C)C)C2	51*	-7	/	/	5	28	-383	-31	-4
COc1ccc(C=NNC(=O)c2ccccc2NS(=O)(=O)c2cccs2)cc1O	-5	5	-2	-12	-13	9	i	-1	4
CN(C)n1cccc1/C=C(\C#N)S(=O)(=O)c1ccc(Cl)cc1	18	-10	-2	-3	1	23	24	3	-9
O=C(NCC(c1ccco1)N1CCCC1)c1cccc(S(=O)(=O)Nc2ccc(F)cc2)c1 (stereo unspecified)	14	1	3	-5	-7	21	11	-2	-16
CCOc1ccc(OCC(=O)Nc2cccc(S(=O)(=O)NC3=NCCC3)c2)cc1	/	/	-1	-3	/	/	4	0	/
Cc1cc(=O)n2cn[nH]c2n1	/	/	-1	-7	/	/	18	3	/
Cc1sc2nc(C)n(/N=C/c3ccccc3O)c(=O)c2c1C	5	2	5	-8	-19	1	-10	-9	4
O=C(NC1CCCC1)C1CCCN1C(=O)Oc1ccccc1 (stereo unspecified)	-13	-8	-7	3	-4	15	6	-1	-3
CCc1nnc(NC(=O)C2(C)COC(c3ccc(OC)cc3)OC2)s1 (stereo unspecified)	-5	-7	1	-18	13	5	13	0	-6
COc1ccc(CC(=O)OCC(=O)NNC(=O)c2ccccc2)cc1	15	-8	-3	-6	-2	3	6	5	-14
CC(NC(=O)Cc1ccccc1)c1ccc(F)cc1 (stereo unspecified)	-17	9	16	-10	3	-4	3	3	-1
O=C(Cn1nnc(-c2ccc(Cl)cc2)n1)NC1CCS(=O)(=O)C1 (stereo unspecified)	6	-2	-5	3	-5	3	13	0	-10
COc1cc2c(c(OCC(=O)NC(C)C)c1)C(=O)O[C@@H](C)CCCC(=O)CCCCC2	5	2	-6	-3	21	5	25	3	4
Cc1ccccc1C(=O)NC1CC2CCCC(C1)N2C(=O)Nc1ccccc1 (stereo unspecified)	-3	1	-8	-3	-7	13	4	-1	5
O=C(CSc1ccccc1)N1CCCC(N2CCN(c3cccc(Cl)c3)CC2)C1 (stereo unspecified)	20	-4	/	/	-5	-5	6	2	8
O=C(CCNS(=O)(=O)c1ccc(Cl)cc1)N1CCC2(O)CCCCC2C1 (stereo unspecified)	0	5	0	-22	-6	5	22	2	-17
Cc1cc2nc3c(nc2cc1C)C1(C(=O)O)CCC3(C)C1(C)C (stereo unspecified)	-4	0	-4	11	-8	16	2	-3	-6
C=CCOC(=O)N1CCC2CC1c1cc(-c3cccc(C)c3)ccc12 (stereo unspecified)	/	/	-5	1	/	/	8	-1	/
Cc1nc2ncnn2c(N2CCN(S(=O)(=O)c3ccc(Br)cc3)CC2)c1C	9	4	-7	-11	3	11	4	-2	-2
COc1cccc(NC(=O)C2CCCN2C(=O)OCc2ccccc2)c1 (stereo unspecified)	-15	2	-5	5	-6	16	33	-8	4
CC12C(=O)N(Cc3ccccc3)C(=O)C1C1C=CC2C1 (stereo unspecified)	-4	5	-5	-9	8	0	29	3	5
CCc1ccc(C(=O)NNC(=O)OC)cc1	-1	-5	-3	-3	-19	11	1	-1	-5
CC(=O)NC(=S)Nc1ccc(S(=O)(=O)N2CCOCC2)cc1	2	2	-13	-6	0	18	7	-1	-7

Additional records:
smiles	Apaf1 inhib	SENP7 block	HKDC1 inhibitor	PfG6PD inh	SENP6 inh	NALP3 yeast inh	SENP8 block-1	SENP1 inh	SENP8 block-2
CC(=O)NCCc1nc2cc(NS(=O)(=O)c3ccc(Cl)cc3)ccc2n1C	-4	7	-2	4	2	14	10	-2	4
Cc1csc2ncc(C(=O)Nc3ccccc3F)c(=O)n12	5	-8	-5	-1	-1	29	-241	-1	-1
O=[N+]([O-])c1cc(-c2csc(NCCc3nc4cc(Cl)c(Cl)cc4n3CCCO)n2)ccc1Cl	0	-4	7	50	-6	3	20	4	-2
COc1cccc(C(=O)NCC(c2cccs2)N2CCOCC2)c1 (stereo unspecified)	-3	3	0	-10	-2	21	8	1	-7
COc1ccc(S(=O)(=O)NCC2CCCN(Cc3ccccc3Cl)C2)cc1 (stereo unspecified)	12	1	-5	8	5	-1	13	-2	-3
Cc1ccc(OCCC(=O)Nc2c(C)n(C)n(-c3ccccc3)c2=O)cc1	8	-2	0	-4	-5	2	22	1	0
CC1Cc2nc(SCC(=O)N3CCOCC3)n(C)c(=O)c2S1 (stereo unspecified)	5	1	-5	11	-11	1	0	-2	2
C=CCN1C(=O)CSc2ccc(C(=O)NCc3ccco3)cc21	-9	1	-10	13	-5	-1	1	0	2
Cc1cc(C(=O)NC2CC(C)(C)Cc3c2cnn3-c2cccc(F)c2)n(C)n1 (stereo unspecified)	7	-3	-4	-7	-9	7	4	-2	0

Full records, quoted from the list.
Shown for CC1Cc2nc(SCC(=O)N3CCOCC3)n(C)c(=O)c2S1 (stereo unspecified) = Apaf1 inhib: 5; SENP7 block: 1; HKDC1 inhibitor: -5; PfG6PD inh: 11; SENP6 inh: -11; NALP3 yeast inh: 1; SENP8 block-1: 0; SENP1 inh: -2; SENP8 block-2: 2
Shown for Cc1cc(C(=O)NC2CC(C)(C)Cc3c2cnn3-c2cccc(F)c2)n(C)n1 (stereo unspecified) = Apaf1 inhib: 7; SENP7 block: -3; HKDC1 inhibitor: -4; PfG6PD inh: -7; SENP6 inh: -9; NALP3 yeast inh: 7; SENP8 block-1: 4; SENP1 inh: -2; SENP8 block-2: 0

Screens as filed in PubChem BioAssay.
